hERG rescue: hERG rescue from dofetilide block, primary screen, cell-based, CHO-hERG, FluxOR thallium flux, dofetilide IC70; dofetilide IC70 present; activation (rescue from dofetilide block), less the hit threshold, % at 10 µM; actives 0.51% (n = 310,000); Voltage-gated inwardly rectifying potassium channel KCNH2 (Homo sapiens), Q12809;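 active = activation above the mean of controls blocked by dofetilide plus 5 SD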;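 note: thallium influx through hERG after potassium depolarization seen as dye fluorescence rise; in these data hits start at about 4.7%; inactives centre near -7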
TRPC4 potent: positive allosteric modulators of TRPC4, primary screen, cell-based, mouse TRPC4beta, HEK293 mu-opioid, Fluo-4 calcium; B-score at 10 µM; DAMGO EC20, Fluo-4 Ca2+ flux; stronger effect = higher value; actives 0.42% (n = 310,000); Short transient receptor potential channel 4 (Mus musculus), Q9QUQ5; AID 2227, 2009;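 active = B-score of calcium response area above 5 SD of library B-scores, with initial fluorescence ratio within 5 SD of library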;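 note: B-score of integrated fluorescence ratio over time as area under calcium response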
KCNQ1 act: potentiators or activators of KCNQ1 channel, primary screen, cell-based, thallium flux, high-throughput; CHO-K1 KCNQ1, thallium flux FluxOR fluorescence; stronger effect = higher value; actives 0.35% (n = 310,000); Potassium voltage-gated channel subfamily KQT member 1 (Homo sapiens), P51787; B-score at 10 µM;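 active = fluorescence ratio B-score, a plate-corrected score, at least three library SD, with initial intensity B-score within 5 SD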
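System: CHO-K1 cells stably expressing KCNQ1 / Medium: assay buffer for compound exposure, DMSO matched across wells / Reagent: thallium- and potassium-containing depolarizing buffer / Compound: one concentration, matched DMSO / Incubation: 20 min compound pretreatment at room temperature / Measured by: kinetic FluxOR fluorescence, 10 s baseline plus 110 s post-stimulus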
KCNK3 block: human KCNK3 channel inhibitors, primary screen, CHO cells, FluxOR thallium flux, B-score | FluxOR fluorescence; stronger effect = lower value | B-score at 10 µM | actives 0.84% (n = 340,000) | AID 602410, 2012 | Potassium channel subfamily K member 3 (Homo sapiens), O14649;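 active = B-score under library mean minus 4 SD, starting fluorescence ratio at most library mean plus 5 SD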;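 note: more negative B-score means stronger inhibition of thallium flux through KCNK3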
Target sequence (O14649 whole entry, looked up): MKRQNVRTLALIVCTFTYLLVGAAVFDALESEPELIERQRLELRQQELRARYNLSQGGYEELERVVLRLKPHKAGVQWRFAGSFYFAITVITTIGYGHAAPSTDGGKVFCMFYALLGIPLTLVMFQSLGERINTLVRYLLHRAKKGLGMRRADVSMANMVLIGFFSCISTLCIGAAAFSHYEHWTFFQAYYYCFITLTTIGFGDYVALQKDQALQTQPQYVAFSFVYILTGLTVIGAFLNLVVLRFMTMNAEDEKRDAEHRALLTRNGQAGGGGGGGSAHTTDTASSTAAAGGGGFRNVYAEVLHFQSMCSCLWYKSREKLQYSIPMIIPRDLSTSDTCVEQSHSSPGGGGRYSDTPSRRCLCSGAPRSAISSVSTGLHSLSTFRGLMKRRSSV
KCNQ1 inh: inhibitors of human KCNQ1 channel, primary screen, cell-based, thallium flux, high-throughput. CHO-K1 KCNQ1, FluxOR thallium flux fluorescence; stronger effect = higher value. B-score at 10 µM. actives 1.3% (n = 310,000). Potassium voltage-gated channel subfamily KQT member 1 (Homo sapiens), P51787;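 active = compounds whose thallium flux B-score, printed positive for inhibition, exceeds three library SD while starting fluorescence stays within three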;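 note: channel opened by potassium depolarization with thallium stimulus after 20 min compound exposure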
TRPC4 block: inhibitors of mouse TRPC4 channel, primary screen, Fluo4 calcium, HEK293 TRPC4beta/mu-opioid cells; DAMGO-evoked Fluo4 calcium flux; stronger effect = lower value; actives 0.39% (n = 300,000); B-score at 10 µM; Short transient receptor potential channel 4 (Mus musculus), Q9QUQ5;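 active = B-score over 3 SD under the library average, no early fluorescence shift, positive overall ratio signal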
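Assay system: Stable TRPC4beta/mu-opioid receptor HEK293 cells | Reagent: DAMGO in two steps, submaximal then maximal | Compound dosing: Single concentration per test compound | Signal: Fluo4 Ca2+ flux fluorescence | Evaluation: Per-well B score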
PolyA inh: polyadenylation inhibitors in yeast reporter cells, primary screen, luminescence, S. cerevisiae | S. cerevisiae SKY197-pL101 polyadenylation reporter, beta-gal luminescence; efflux-impaired pdr1/pdr3 knockout yeast; score 100 = 6 SD above DMSO | calls only at 12 µM | actives 0.02% (n = 300,000) | AID 1875, 2009;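 active = lowest replicate activity score at least 50, where 100 means six control SD above control mean; inconclusive = lowest score under 50 but half or more replicates reach 50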;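 note: yeast exposed to compound for 9 h at 30 °C; higher score means more reporter readthrough which indicates perturbed polyadenylation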
Platelet DG rel: inhibitors of platelet dense granule secretion, primary screen, cell-based, MLPCN, human platelets; human platelet-rich plasma, SFLLRN dense granule ATP release, luminescence; inhibition, %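 (compounds screened at 7.5 µM in platelet-rich plasma)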; actives 0.22% (n = 300,000); AID 1663, 2009;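 active = mean replicate score, as percent of positive control, at or above 50; inconclusive = mean below 50 but at least one replicate at or above 50; inactive = mean and every replicate below 50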
TRPC4 agonist: activators of mouse TRPC4 channel, primary screen, Fluo4 calcium, HEK293 TRPC4beta/mu-opioid cells. Fluo4 calcium fluorescence; stronger effect = higher value. B-score at 10 µM. actives 0.49% (n = 310,000);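 active = B-score above 5 SD of library B-scores, and initial fluorescence ratio not above library mean plus 5 SD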;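 note: positive B-score marks a calcium rise read as TRPC4 activation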
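Test system: HEK293 cells stably co-expressing mouse TRPC4beta and mu-opioid receptor | Schedule: Fluo4 dye loading 45 min at room temperature, 110 s recording | Measured by: Kinetic Fluo4 calcium fluorescence, 5 s baseline at 1 Hz | Evaluation: B score of integrated ratio | Controls: Buffer (low) and maximal DAMGO (high)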
KCNK9 block: KCNK9 potassium channel inhibitors, primary screen, HEK293 cells, thallium flux; Potassium channel subfamily K member 9 (Homo sapiens), Q9NPC2; FluxOR thallium flux fluorescence; stronger effect = lower value; B-score at 10 µM; actives 1.2% (n = 310,000);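 active = ratio B-score over 3 SD below the library mean, with starting fluorescence within 5 SD of its mean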;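 note: negative B-score means less thallium flux so channel inhibition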
Target sequence (Q9NPC2 whole entry, looked up): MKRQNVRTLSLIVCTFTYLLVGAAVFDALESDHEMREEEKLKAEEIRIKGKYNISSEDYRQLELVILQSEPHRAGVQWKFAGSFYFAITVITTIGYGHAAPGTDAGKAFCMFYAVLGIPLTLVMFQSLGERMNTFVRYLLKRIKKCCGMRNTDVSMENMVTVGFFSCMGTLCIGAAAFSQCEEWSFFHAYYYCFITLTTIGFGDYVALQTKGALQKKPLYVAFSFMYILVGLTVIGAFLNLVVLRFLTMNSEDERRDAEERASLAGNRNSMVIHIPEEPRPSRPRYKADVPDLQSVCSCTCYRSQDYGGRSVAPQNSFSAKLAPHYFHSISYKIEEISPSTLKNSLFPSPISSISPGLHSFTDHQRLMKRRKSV
DYRK1A inh: rat Dyrk1A kinase inhibitors, primary screen, biochemical, single point, plate reader | Dual specificity tyrosine-phosphorylation-regulated kinase 1A (Rattus norvegicus), Q63470 | ADP-Glo luminescence, NFATc1 peptide | inhibition, % at 12.5 µM | actives 0.43% (n = 310,000); in the data active = inhibition above about 50%;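 note: plate controls were vehicle with enzyme for no effect and no enzyme for full effect; many of its hits are not listed in these tables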
Active calls of the source: *; i = inactive; ? = inconclusive; / = not tested or not shown.

SMILES	hERG rescue	TRPC4 potent	KCNQ1 act	KCNK3 block	KCNQ1 inh	TRPC4 block	PolyA inh	Platelet DG rel	TRPC4 agonist	KCNK9 block	DYRK1A inh
CCOc1ccc(NC(=O)C2C3C=CC4(O3)C2C(=O)N(Cc2cccnc2)C4C(=O)NC2CCCCC2)cc1 (configuration not stated)	-6	i	i	i	i	i	i	3	i	i	-6
CN(C)/C=C/C(=O)c1ccc(Cl)cc1Cl	-3	i	i	i	i	i	i	4	i	i	0
O=C(NC(=S)Nc1ccccc1Cl)c1ccco1	12*	i	14*	i	i	i	i	-17	i	i	3
Cn1nnnc1SCC(=O)NC(=O)NCc1ccccc1	-12	i	i	i	i	i	i	-2	i	i	3
O=C(NCc1ccco1)c1noc2c1CCCCC2	-18	i	i	i	i	i	i	3	i	i	2
CC(C)[C@H](NC(=O)N1CCn2c1nc1ccccc12)C(=O)NCc1ccc2c(c1)OCO2	-10	i	i	i	i	i	i	32	i	i	4
Cc1c(-c2cccc(NC(=O)c3ccco3)c2)nc2ncccn12	-9	i	i	i	i	i	i	2	i	i	7
Cc1c(C(=O)NC(Cc2ccccc2)c2nc3ccccc3[nH]2)cccc1[N+](=O)[O-] (configuration not stated)	-7	i	i	i	i	i	i	1	i	i	-2
CCOC(=O)c1cc(-c2ccccc2)nc2nc(N(CC)CC)sc12	-9	i	i	i	i	i	i	-3	i	i	-3
CS(=O)(=O)Nc1cccc(C2=NN(C(=O)c3ccco3)C(c3cccs3)C2)c1 (configuration not stated)	-12	i	i	i	i	i	i	16	i	i	-1
O=C(CCn1c(=O)c2ccccc2n(CC(=O)NCCC2=CCCCC2)c1=O)NCc1ccco1	-2	i	i	i	i	i	/	/	i	i	5
CC(C)c1nc(-c2ccccc2)c(-c2ccccc2)[nH]1	-10	i	i	i	i	i	i	-11	i	i	9
Cc1cc(C)cc(Nc2cc(=O)n(C3CCCCC3)c(=O)[nH]2)c1	-4	i	i	i	i	i	i	-1	i	i	-6
COC(=O)c1sccc1NS(=O)(=O)c1ccc(F)cc1F	0	i	i	i	i	i	i	0	i	i	-17
CC(=O)N1CCN(C(=S)c2ccc(Cl)cc2)CC1	-4	i	i	i	i	i	i	-12	i	i	6
COc1cc(O)c(C(CC(=O)N2CCN(c3ccccc3)CC2)c2ccc(N(C)C)cc2)c(OC)c1 (configuration not stated)	-7	i	i	i	i	i	i	4	i	i	/
CCN(CC)c1ccc2cc(C(=O)NNC(=O)c3ccc(S(=O)(=O)N4CCCCC4)cc3)c(=O)oc2c1	-17	i	i	i	i	i	i	-4	i	i	0
Cn1c(N)c(C(=O)COC(=O)c2ccnc3ccccc23)c(=O)n(C)c1=O	-12	i	i	i	i	i	i	0	i	i	11
OCC1(CCOc2ccccc2)CCN(Cc2cn[nH]c2-c2ccc(F)cc2)CC1	-15	i	i	i	i	i	i	-6	i	i	0
CC(C)CC(NC(=O)CCl)c1ccccc1 (configuration not stated)	-6	i	i	i	i	i	i	-43	i	i	-2

Reformatted: 4 of the compounds above
Compound,hERG rescue,TRPC4 potent,KCNQ1 act,KCNK3 block,KCNQ1 inh,TRPC4 block,PolyA inh,Platelet DG rel,TRPC4 agonist,KCNK9 block,DYRK1A inh
OCC1(CCOc2ccccc2)CCN(Cc2cn[nH]c2-c2ccc(F)cc2)CC1,-15,i,i,i,i,i,i,-6,i,i,0
O=C(CCn1c(=O)c2ccccc2n(CC(=O)NCCC2=CCCCC2)c1=O)NCc1ccco1,-2,i,i,i,i,i,/,/,i,i,5
Cc1c(C(=O)NC(Cc2ccccc2)c2nc3ccccc3[nH]2)cccc1[N+](=O)[O-] (configuration not stated),-7,i,i,i,i,i,i,1,i,i,-2
CCN(CC)c1ccc2cc(C(=O)NNC(=O)c3ccc(S(=O)(=O)N4CCCCC4)cc3)c(=O)oc2c1,-17,i,i,i,i,i,i,-4,i,i,0

The list goes on:
SMILES	hERG rescue	TRPC4 potent	KCNQ1 act	KCNK3 block	KCNQ1 inh	TRPC4 block	PolyA inh	Platelet DG rel	TRPC4 agonist	KCNK9 block	DYRK1A inh
COc1cccc(-c2cccc(NC(=O)C3CCN(C4CCC4)CC3)c2)c1	-10	i	i	i	i	i	i	29	i	i	3
Cc1nc(CSc2ccc(Cl)cc2)cc(N2CC(C)OC(C)C2)n1 (configuration not stated)	-4	i	i	i	i	i	i	7	i	i	-4
CCC(Sc1nc2ncnc(N)c2[nH]1)C(=O)O (configuration not stated)	-6	i	i	i	i	i	i	6	i	i	3
O=C(NC1CCSc2ccccc21)c1ccc(F)c(S(=O)(=O)N2CCOCC2)c1 (configuration not stated)	-11	i	i	i	i	i	i	-22	i	i	0
Cc1cc(C)cc(NC(=O)c2cc(S(=O)(=O)N3CCCC3)cn2C)c1	-6	i	i	i	i	i	i	?	i	i	4
CN(C(=O)C1CCCN(c2ncnc3c2nc2n3CCCCC2)C1)c1cccc(Cl)c1 (configuration not stated)	-13	i	i	i	i	i	i	-2	i	i	0
Cc1ccc(CNC(=O)C2CC(c3cc(C(F)(F)F)cc(C(F)(F)F)c3)=NO2)o1 (configuration not stated)	-3	i	i	i	i	i	i	-5	i	i	39
COc1ccccc1NC(=S)NN1CCN(C)CC1	-6	i	i	i	i	i	i	12	i	i	2
CCc1ccccc1NC(=O)CC(c1ccc(OC)cc1)n1cccc1 (configuration not stated)	-8	i	i	i	i	i	i	-8	i	i	-4
CCOCCOC(=O)C1=C(C)Nc2ccc(C)cc2S1	-9	i	i	i	i	i	i	1	i	i	0
CCN(CC)S(=O)(=O)c1ccc(N2CCOCC2)c(NC(=O)Cc2ccc(Cl)cc2)c1	-10	i	i	i	i	i	i	5	i	i	-4
CC(OC(=O)c1ccc(Cl)c(S(N)(=O)=O)c1)C(=O)NCc1ccc2c(c1)OCO2 (configuration not stated)	-10	i	i	i	i	i	i	-2	i	i	9
O=C(c1ccco1)N(Cc1cc2ccccc2[nH]c1=O)C1CCCCC1	-5	i	i	i	i	i	i	-6	i	i	0
CC(C)(C)c1ccc(Oc2ccc(N)cn2)cc1	-1	i	21*	i	i	i	i	7	i	i	/
CC1=C(C(=O)Nc2cccc(C)n2)C(c2ccc3c(c2)OCO3)C2=C(CC(c3ccco3)CC2=O)N1 (configuration not stated)	-5	i	i	i	i	i	i	0	i	i	0
Cc1onc(-c2ccccc2)c1C(=O)N(Cc1ccccc1)C(C)C	-3	i	i	i	i	i	i	1	i	i	3
O=C(c1ccc(Br)s1)N1CCc2ccccc2C1	-6	i	i	i	i	i	i	18	i	i	0
O=C(O)CCc1ccc(-c2ccccc2)n1-c1ccc(C(=O)O)cc1	-8	i	i	i	i	i	i	0	i	i	8
CC1(C)C(=O)NCCN1C(=O)CCCC(=O)O	-7	i	i	i	i	i	i	-1	i	i	-5
CSc1c(CC(=O)Nc2ccccc2Cl)n(Cc2ccccc2)c2ccccc12	-16	i	i	i	i	i	i	/	i	i	1
COC(=O)c1c(NS(=O)(=O)c2ccc3ccccc3c2)sc2c1CCCC2	17*	i	33*	i	i	i	i	-2	i	i	-5
Cc1ccc(-c2csc(NC(=O)c3cccs3)n2)cc1	-10	i	i	i	i	i	i	-19	i	i	1
COc1ccc(/C=N/NC(=O)C2(C)NC(C)(C)Cc3ccccc32)cc1 (configuration not stated)	-11	i	i	i	i	i	i	15	i	i	/
Cc1ccc2c(c1)N(CCC(=O)NC1CCCCC1C)C(=O)CO2 (configuration not stated)	-9	i	i	i	i	i	i	-8	i	i	0
CC(C)NC(=S)N1CCN(C/C=C/c2ccccc2)CC1	-12	i	i	i	i	-6*	i	-1	i	i	-4
CCOC(=O)/C(C#N)=C1\Nc2ccccc2N=C1N(CC(C)C)CC(C)C	-18	i	i	i	i	i	i	0	i	i	2
O=c1cc(CN2CCN(S(=O)(=O)c3ccccc3[N+](=O)[O-])CC2)nc2sccn12	-10	i	i	i	i	i	i	7	i	i	-3
O=C(COC(=O)COc1ccccc1)NC1CCCc2ccccc21 (configuration not stated)	1	i	i	i	i	i	i	32	i	i	0
CCc1nc(NCCCn2ccnc2)c2oc3ccccc3c2n1	-9	i	i	i	i	i	i	-3	i	i	22
CCCCn1c(N)c(N(CCOC)C(=O)CCCc2cccs2)c(=O)[nH]c1=O	-9	i	i	i	i	i	i	4	i	i	7
CCN(Cc1ccncc1)C(=O)Cc1cccs1	-9	i	i	i	i	i	i	7	i	i	-4
Cc1ccc(C(=O)N2CCC(C(=O)NCc3cccnc3)CC2)cc1	-8	i	i	i	i	i	i	0	i	i	-2
O=C(Nc1nncs1)C1CC(=O)N(C2CCCC2)C1 (configuration not stated)	-11	i	i	i	i	i	i	0	i	i	3
O=C(CN1C(=O)c2cccnc2Oc2ccc(Cl)cc21)NC1CCCC1	-10	i	i	i	i	i	i	31	i	i	-3
COc1ccccc1NS(=O)(=O)c1cccc(C(=O)N2CCN(C/C=C/c3ccccc3)CC2)c1	-18	i	i	i	i	i	i	9	i	i	-4
O=C(NNc1ncnc2c1cnn2-c1ccc(F)cc1)c1ccco1	-10	i	i	i	i	i	i	0	i	i	22
Cc1c(C)n(CC(O)CNc2ccccc2)c2ccccc12 (configuration not stated)	-8	i	i	i	i	i	i	11	i	i	-4
CCOC(=O)CN1C(c2ccccc2O)Nc2ccc(Br)cc2C1c1ccccc1 (configuration not stated)	-7	i	i	i	i	i	i	4	i	-7.4*	-3

From PubChem BioAssay

A portion of the library. The share of hits here may be higher or lower than overall.
